Assay outcomes from PubChem.
CASP6 VEID inh: human caspase-6 inhibitors, primary screen, biochemical, VEID-R110 fluorescence, single point, set 2. purified caspase-6, Z-VEID-R110 cleavage fluorescence. inhibition, % at 12.5 µM. P55212. 350,000 tested, 0.53% active;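 active means mean inhibition across replicates at least about 35%, with every replicate also reaching that limit, limit read from the data; inconclusive means only one of the two criteria met; inactive means neither criterion met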;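 further: 0% = median of neutral control wells and 100% = no fluorescence left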
Target sequence (P55212 24-179 limits assumed): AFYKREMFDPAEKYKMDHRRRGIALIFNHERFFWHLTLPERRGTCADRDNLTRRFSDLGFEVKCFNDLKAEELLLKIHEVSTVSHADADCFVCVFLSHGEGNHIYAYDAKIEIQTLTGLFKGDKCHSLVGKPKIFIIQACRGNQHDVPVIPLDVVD
Target sequence (P55212 194-293 limits assumed): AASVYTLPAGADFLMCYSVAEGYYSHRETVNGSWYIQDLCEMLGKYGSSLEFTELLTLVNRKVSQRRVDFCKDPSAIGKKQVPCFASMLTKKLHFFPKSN
RAD52 inh: RAD52 DNA annealing inhibitors, primary screen, biochemical, FRET, single point, set 2; DNA repair protein RAD52 homolog (Homo sapiens), P43351; recombinant RAD52 DNA annealing, FRET fluorescence; inhibition, % at 18.7 µM; 360,000 tested, 0.46% active; AID 651710, 2012;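 active means every replicate showing at least 50% inhibition; inconclusive means mean inhibition at least 50% but not in every replicate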
RAD54 inh: inhibitors of human RAD54 branch migration, primary screen, biochemical, fluorescence, single point; inhibition, % at 10.4 µM; RAD54 Holliday junction branch migration, FAM/BHQ fluorescence; 360,000 tested, 0.14% active; DNA repair and recombination protein RAD54-like (Homo sapiens), Q92698;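 active means mean normalized replicate activity at least 40 and at least half of replicates scoring 40 or more; inconclusive means only one of the two criteria met; inactive means mean below 40 and under half of replicates reaching 40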;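 further: 0% = median of neutral control wells and 100% = median of positive control wells; inhibitors cause a drop in the FAM fluorescence signal; in these data hits start at about 50%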
Target sequence (Q92698 whole entry, looked up): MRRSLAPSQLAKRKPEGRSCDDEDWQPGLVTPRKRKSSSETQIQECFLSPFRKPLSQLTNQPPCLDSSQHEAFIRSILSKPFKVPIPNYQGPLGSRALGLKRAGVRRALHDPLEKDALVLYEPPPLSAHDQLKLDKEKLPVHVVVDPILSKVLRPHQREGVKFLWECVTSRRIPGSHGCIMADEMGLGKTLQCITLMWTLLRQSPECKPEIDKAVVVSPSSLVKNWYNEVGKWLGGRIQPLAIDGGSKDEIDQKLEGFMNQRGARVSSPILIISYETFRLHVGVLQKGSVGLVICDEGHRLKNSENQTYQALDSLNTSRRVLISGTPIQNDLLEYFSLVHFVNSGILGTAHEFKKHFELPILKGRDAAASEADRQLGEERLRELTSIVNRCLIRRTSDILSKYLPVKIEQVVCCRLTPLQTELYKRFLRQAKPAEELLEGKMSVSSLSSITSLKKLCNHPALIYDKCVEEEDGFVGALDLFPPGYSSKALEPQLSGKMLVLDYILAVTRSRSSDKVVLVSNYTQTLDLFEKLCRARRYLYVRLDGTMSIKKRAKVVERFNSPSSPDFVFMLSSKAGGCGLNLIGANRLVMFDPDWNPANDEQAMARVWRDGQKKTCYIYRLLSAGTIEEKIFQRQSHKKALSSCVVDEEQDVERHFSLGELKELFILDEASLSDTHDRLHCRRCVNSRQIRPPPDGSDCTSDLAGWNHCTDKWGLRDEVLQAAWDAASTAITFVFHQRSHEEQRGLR
XiGFP reactiv: activators of inactive X chromosome reactivation, primary screen, imaging, XiGFP fibroblasts, GFP high-content imaging, set 2. XiGFP mouse fibroblasts, % GFP-positive cells imaging, 3 d; cells co-treated with 5-aza-dC sensitizer; scaled so ellipticine positive control = 100%. activation, % at 7.58 µM. 360,000 tested, 0.055% active;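 active means mean normalized replicate activation at least 10% and every replicate at or above 10%; inconclusive means only one of the two criteria met; inactive means mean below 10% and not all replicates reach 10%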;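 further: 0% = median of on-plate neutral control wells and 100% = ellipticine 6 µM median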
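Schedule: 3 d treatment, 15 min room-temperature fixation; system: 68-5-11 XiGFP fibroblast line; buffer or medium: DMEM plus 5-aza-dC sensitizer; control set: ellipticine 6 µM positive control; compound: one concentration, pinned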
CFTR F508del cor: F508del CFTR correction, initial screen, CFBE line, single point; CFBE cells, YFP halide quenching; stimulated with forskolin plus potentiator P3; % fluorescence drop versus neutral controls; activity (quench increase), % at 7.58 µM; AID 720511, 2013; 350,000 tested, 0.36% active;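 active means mean added fluorescence quench of at least 8% versus neutral control, with both replicates also reaching 8%; inconclusive means only one of the mean or replicate conditions met; inactive means mean below 8% and not both replicates reaching 8%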;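 further: cells transiently co-express mutant CFTR-F508del with the halide-sensitive YFP; corrector assay measuring rescue of mutant channel to the surface after 24 h compound exposure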
DENV2 CPE rescue: inhibitors of DENV2 cytopathic effect, primary screen, cell-based, plate reader, single concentration; 350,000 tested, 1.7% active; CPE inhibition, % at 9.99 µM; DENV2-infected cells, cytopathic effect rescue; AID 651640, 2012; in the data active means CPE inhibition above about 20%, passing the limit was not always enough; inconclusive means no clear call, values can overlap the other calls; tested in BHK-21 cells;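 further: 0% = median of neutral control wells and 100% = median of positive control wells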
E-selectin induc: E-selectin induction in HUVECs, primary screen, imaging, HUVEC, immunofluorescence imaging, single point | normalized: neutral wells 0, TNF-alpha wells 100 | activation, % at 7.58 µM | 260,000 tested, 0.37% active;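 active means mean E-selectin-positive cell signal at least 10% of the positive control, reached in at least 60% of replicates, without over 20% cell loss; inconclusive means no rule given, readout overlaps actives, possibly toxicity-flagged; inactive means the rest, including those meeting only one limit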;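 further: in these data hits start at about 27%; measured in HUVEC primary endothelial cells; signal is the percent of cells scored E-selectin positive by PE staining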
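Read-out: % PE-positive cells | Test system: HUVEC | Doses: One compound dose added by pin transfer | Buffer or medium: EGM-2 over gelatin coat | Signal: Immunofluorescence imaging | Benchmarks: TNF-alpha, DMSO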
INS-1E GSIS act: GLuc luminescence reporter in INS-1E cells, primary screen for activators of glucose-dependent secretion of insulin | AID 743287, 2014 | 370,000 tested, 0.61% active | activation, % at 16.6 µM | INS-1E GLuc reporter insulin secretion, 2-3 h;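 active means lowest replicate activation of at least 40%, so every replicate reaches that level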;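 further: 0% = median of neutral control wells and 100% = median of IBMX positive control wells; some compounds called inactive have numbers as strong as hits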
* = called active by the depositor; u = inconclusive; x = not tested or not shown.

Under each structure – CASP6 VEID inh | RAD52 inh | RAD54 inh | XiGFP reactiv | CFTR F508del cor | DENV2 CPE rescue | E-selectin induc | INS-1E GSIS act
1) C=CCn1c(O)c(C(C)=Nc2cccc(C(=O)O)c2)c(=O)[nH]c1=O
→ 7 | -29 | x | x | -6.6 | 1 | -0.2 | 15
2) CC12CC[C@H]3[C@@H](CCC4(O)C[C@H](O)CCC34/C=N/NC(=O)c3ccccc3Cl)C1(O)CCC2C1=CC(=O)OC1 (some centres not stated)
→ 0 | 8 | x | 0.0 | 1.8 | -7 | -1.7 | 3
3) COc1ccc(C(=O)C2CCCN(C3CSCCSC3)C2)cc1OC (configuration not stated)
→ -1 | -27 | x | -0.1 | -0.4 | 1 | x | 13
4) CCCCCc1cc(O)c2c3c(c(=O)oc2c1)CN(C)CC3
→ 0 | -5 | x | 0.3 | -2.1 | 2 | 9.4 | 3
5) Cc1sc2ncnc(N3CCC(C(=O)Nc4ccc(C#N)c(Cl)c4)CC3)c2c1C
→ -7 | -29 | -9 | 0.2 | -0.6 | -3 | x | -31
6) OC(c1ccccc1)(c1ccccc1)C1CN2CCC1CC2 (configuration not stated)
→ -1 | 6 | x | 0.0 | -0.5 | x | x | -3
7) CCOC(=O)C1CCN(/C=C2/C(=O)NC(=S)N(c3ccccc3F)C2=O)CC1
→ -4 | -42 | -4 | 0.0 | -1.2 | x | x | 2
8) O=C1C(Cc2cnc[nH]2)NC(=S)N1c1ccccc1 (configuration not stated)
→ 15 | -16 | -4 | 0.0 | -0.4 | -1 | 0.2 | 21
9) COc1ccc(C(O)CNC(C)C)c(F)c1OC (configuration not stated)
→ 1 | -12 | -12 | 0.0 | 0.4 | 2 | -0.1 | 5
10) CC1([N+](=O)[O-])COP(=O)(Nc2cccc(Br)c2)OC1 (configuration not stated)
→ 1 | -8 | x | 0.0 | 2.0 | -3 | -0.1 | -1
11) Fc1ccccc1CNCCc1ccc2c(c1)OCO2
→ -2 | -8 | -9 | 0.3 | -1.0 | 7 | 0.5 | -4
12) CCOP(=S)(OCC)SCCSCC
→ -3 | -4 | 3 | x | -0.1 | 9 | x | 5
13) COc1ccc(OC(=O)N(C)C[C@H]2OCc3ccccc3-c3c(n(C)c4ccccc34)C(=O)N([C@@H](C)CO)C[C@@H]2C)cc1
→ -2 | 21 | x | -0.1 | -2.2 | 10 | 0.1 | -14
14) COc1ccc(-c2nn(CCC#N)cc2C(=O)Nc2ccccc2)cc1OC
→ -1 | -18 | -11 | 0.1 | 3.0 | 2 | -0.4 | 1
15) O=C(Cn1nc(-c2ccc(Cl)cc2)ccc1=O)N1CCC2(CC1)OCCO2
→ 0 | -13 | -5 | 0.7 | 3.7 | -1 | 0.1 | 2
16) CN1CCN(C(=O)COc2ccc3ccccc3c2)CC1
→ 0 | -10 | x | 0.1 | 2.7 | 10 | x | 30
17) COc1ccc(-c2nc3ccccc3c(=O)o2)cc1
→ 1 | 1 | -3 | -0.1 | x | 5 | 0.2 | 1
18) C[C@]12CC[C@H](O)CC1=CC(=O)C1C2CC[C@]2(C)C(=O)CCC12 (some centres not stated)
→ 0 | 4 | -3 | 0.0 | x | 6 | x | x
19) Cc1cc(Oc2ccc(C(F)(F)F)cc2[N+](=O)[O-])c2c3c(c(=O)oc2c1)CCC3
→ x | x | 1 | 0.0 | x | x | 0.5 | 2
20) CN(C(=O)CN1CC=C(c2ccccc2)CC1)c1c(N)n(Cc2ccccc2)c(=O)[nH]c1=O
→ 0 | -18 | x | 0.0 | -1.6 | 3 | x | 17
21) O=[N+]([O-])c1ccc(NC2CCN(Cc3ccccc3)CC2)c2ccncc12
→ 0 | -25 | 0 | 0.0 | -2.7 | 3 | x | 5
22) Cc1ccc(-n2c(O)c(C=NCCN3CCNCC3)c(=O)[nH]c2=S)cc1
→ -23 | -17 | -9 | 0.2 | 1.6 | u | 0.1 | -7
23) COCc1cc(OC(=O)N(C)C)nc(-c2ccc(C)c(Cl)c2)n1
→ 6 | -3 | 6 | 0.0 | 4.1 | 8 | 0.1 | x
24) O=C1Nc2ccccc2C1Cc1nc2ccccc2c(=O)n1-c1ccccc1 (configuration not stated)
→ 6 | -10 | x | -0.1 | -1.2 | 1 | x | -20
25) O=c1c2ccccc2[nH]c(=S)n1-c1cccc(Cl)c1
→ 0 | -8 | -3 | 0.2 | -1.6 | 3 | 0.4 | -7
26) CC1(C)NC(=O)[C@H]2CCCN21
→ 1 | -6 | -10 | -0.1 | -4.5 | 8 | 0.2 | 1
27) CC(=O)N1CC(=O)Nc2ccc(Br)cc2C1c1ccc(F)cc1 (configuration not stated)
→ -1 | -2 | -5 | 0.3 | -3.9 | -1 | 0.3 | -2
28) O=C(NCc1cccnc1)Nc1ccc([N+](=O)[O-])cc1
→ 0 | -8 | 5 | 0.1 | -0.7 | 36* | 0.0 | -13
29) CN1[C@@H]2CC[C@H]1CC(OC1c3ccccc3CCc3ccccc31)C2 (some centres not stated)
→ -1 | 19 | 15 | -0.2 | -14 | 0 | 0.3 | x
30) Cc1c(Cl)cccc1N1C(=O)NC(=O)/C(=C\c2cc(C)n(-c3cccc(C(=O)O)c3C)c2C)C1=O
→ 20 | -64 | 1 | -0.1 | -3.6 | 3 | x | -3
31) COC(=O)C1=C(c2ccc(OC(F)(F)F)cc2)C[C@@H]2CC[C@H]1N2C(=O)NCCOc1ccccc1
→ 2 | -10 | 0 | 0.1 | 0.2 | -1 | -0.1 | -33
32) Cc1ccc(C(=O)NCCN2CCC3(CC2)C(=O)NCN3c2ccccc2)cc1
→ -11 | -6 | x | 0.0 | -1.3 | -4 | -0.1 | x
33) Cc1cc(O)ccc1Cl
→ -1 | -4 | x | 0.1 | -17 | 2 | 0.9 | x
34) CC1=CC2OC3CC4OC(=O)C=CC=CC(=O)OCCC(C)C(O)C(=O)OCC2(CC1)C4(C)C31CO1 (configuration not stated)
→ 2 | -3 | x | 1.2 | -8.7 | -26 | x | x
35) CCCC(=O)NC1=C(N2CC2)C(=O)C(NC(=O)CCC)=C(N2CC2)C1=O
→ 21 | -12 | -5 | -0.1 | -3.3 | u | -0.3 | x
36) CC(Cc1ccccc1)NC(=O)CCCCC(=O)NC(C)Cc1ccccc1 (configuration not stated)
→ -2 | -3 | 3 | 0.0 | 2.5 | -5 | x | 6
37) CC1(C)C2([N+](=O)[O-])CN3CC1([N+](=O)[O-])CN(C2)C3c1cccnc1 (configuration not stated)
→ 0 | -5 | x | 0.0 | 1.3 | 0 | 2.0 | 5
38) O=C(O)[C@H]1[C@H](CO)[C@H]2Cn3c(ccc(-c4ccc(F)cc4)c3=O)[C@@H]1N2CC1CCCC1
→ 0 | -4 | x | 0.0 | -2.8 | -6 | -0.1 | -6
39) NP(=O)(OCCCCc1ccccc1)Oc1ccccc1Cl (configuration not stated)
→ 1 | -51 | -5 | 0.1 | -1.7 | u | x | -40
40) N#Cc1cccc(-c2ccc([C@H]3[C@H](CO)N4CCCCN(C(=O)Cc5cccnc5)C[C@@H]34)cc2)c1
→ 1 | -13 | 2 | 1.7 | -2.8 | 6 | -0.3 | 2
41) COc1cc(OC)cc(C2(C#N)CCN(C)CC2)c1
→ -12 | -8 | 14 | 0.1 | -0.6 | 9 | 0.9 | 0
42) COc1ccc(N2CC2c2ccncc2)cc1 (configuration not stated)
→ -2 | -3 | x | -0.1 | 0.5 | -1 | 2.5 | 9
43) C[C@]12CCC(=O)C=C1C=CC1C2CC[C@]2(C)C(=O)CCC12 (some centres not stated)
→ -2 | -24 | 2 | 0.0 | -1.0 | -10 | 2.4 | 0
44) COC(=O)c1ccc(N=C(c2ccccc2)c2c(O)n(C)c(=O)n(C)c2=O)cc1
→ 4 | -15 | -2 | 0.0 | 1.8 | -1 | 0.0 | -1
45) CC1(C(O)(C#CCN2CCCCC2)c2ccccc2)CCCC1 (configuration not stated)
→ 0 | 2 | x | -0.7 | -0.5 | 2 | 1.2 | -45
46) CS(=O)(=O)c1ccc(C2=C(CNC(=O)c3ccncc3)[C@H]3CC[C@@H](C2)N3CCOc2ccccc2)cc1
→ -3 | -3 | -1 | 0.6 | -0.9 | -4 | 0.0 | -6
47) Cc1cccc(N2C(=O)/C(=C/c3ccc(N4CCN(C)CC4)o3)C(=O)NC2=S)c1C
→ 17 | -496 | x | 0.1 | -2.7 | 4 | 2.7 | -12
48) O=c1[nH]c(=S)n(CCC2=CCCCC2)c(O)c1/C=N/Nc1ccccc1
→ 2 | -15 | x | -0.2 | -2.7 | 8 | x | -10
49) Cc1cc(OC(C)C(=O)NCc2ccncc2)c2c3c(c(=O)oc2c1)CCC3 (configuration not stated)
→ 0 | -15 | -6 | 0.1 | 0.3 | 17 | -0.4 | 2
50) COC(=O)C1=C(c2cccc(OC)c2OC)C[C@@H]2CC[C@H]1N2C(=O)N1CCCC1
→ -1 | -13 | 8 | 0.0 | 0.3 | 5 | 0.8 | -8
51) COC(COC(N)=O)C1=C(N2CC2)C(=O)C(C)=C(N2CC2)C1=O (configuration not stated)
→ 12 | -29 | x | 0.0 | -0.9 | -4 | 1.1 | 9
52) CCOc1ccccc1CNCCc1ccc2c(c1)OCO2
→ -3 | -2 | 8 | 0.0 | -0.1 | 7 | -0.2 | 17

5 entries from above, with one line to a screen:
#39 NP(=O)(OCCCCc1ccccc1)Oc1ccccc1Cl (configuration not stated)
#34 CC1=CC2OC3CC4OC(=O)C=CC=CC(=O)OCCC(C)C(O)C(=O)OCC2(CC1)C4(C)C31CO1 (configuration not stated)
#52 CCOc1ccccc1CNCCc1ccc2c(c1)OCO2
#32 Cc1ccc(C(=O)NCCN2CCC3(CC2)C(=O)NCN3c2ccccc2)cc1
#36 CC(Cc1ccccc1)NC(=O)CCCCC(=O)NC(C)Cc1ccccc1 (configuration not stated)
compound no.	39	34	52	32	36
CASP6 VEID inh	1	2	-3	-11	-2
RAD52 inh	-51	-3	-2	-6	-3
RAD54 inh	-5	x	8	x	3
XiGFP reactiv	0.1	1.2	0.0	0.0	0.0
CFTR F508del cor	-1.7	-8.7	-0.1	-1.3	2.5
DENV2 CPE rescue	u	-26	7	-4	-5
E-selectin induc	x	x	-0.2	-0.1	x
INS-1E GSIS act	-40	x	17	x	6

Only part of the results is shown; the hit share may differ from the screen's.
